Source: PubChem BioAssay
ABCB6 inh 2 – ABCB6 transporter inhibitors, primary screen, K562-ABCB6 cells, flow cytometry, MLPCN library; hit rate 0.19% among 360,000; fluorescence ratio to DMSO, % at 10 µM; AID 602162, 2011; ATP-binding cassette sub-family B member 6 (Homo sapiens), Q9NP58; K562-ABCB6 porphyrin accumulation, 1 h; stronger effect = lower value;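 active means fluorescence ratio to DMSO below 75%, the collection mean minus 3 SD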;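 further: signal is porphyrin accumulated inside mitochondria; 100% equals median channel fluorescence of DMSO control wells; lower ratio means ABCB6 inhibition with less porphyrin fluorescence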
H9c2 protect – cardioprotection against H2O2-induced cell death, primary screen, uHTS, H9c2 cells, ATPLite luminescence; H9c2 cardiomyocytes, H2O2 injury protection, 2 h; protection from H2O2 cell death, % at 20 µM; hit rate 0.63% among 360,000;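 active means compounds giving at least 50% protection of heart cells from peroxide-induced death in the single-dose screen, raw or plate-pattern-corrected value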;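 further: 0% = DMSO wells with peroxide and 100% = DMSO wells without peroxide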
N-glyco inh – increase of ERlucT glycosylation luciferase signal, primary screen, N-linked glycosylation inhibitor project, D54 ERlucT cells, luminescence, set 2. D54 ERlucT glycosylation luciferase reporter, 24 h; percent of 100 nM tunicamycin response. reporter increase, % at 12.5 µM. hit rate 0.23% among 360,000. AID 588692, 2011;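 active means mean luciferase reporter signal, scaled so untreated is 0 and the glycosylation-blocking control 100, at or above a set limit in every replicate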;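 further: luciferase carries N-glycosylation sites so blocking glycosylation raises the light; 0% = median of neutral control wells and 100% = median of 100 nM tunicamycin wells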
PDI turbidity – inhibitors of human PDI, primary screen, biochemical, turbidity, single point, plate reader; PDI insulin aggregation turbidity, A650, 90 min; inhibition, % at 10 µM; hit rate 0.052% among 350,000;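 active means mean inhibition across replicates of 30% or more, whatever share of single replicates reach that level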;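 further: absorbance from insulin aggregation driven by PDI reduction with DTT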
MC4R barr agon – MC4R agonists recruiting beta-arrestin, primary screen, cell-based, luminescence, agonist arm of biased-ligand search | activation, % at 8.9 µM | AID 540308, 2011 | Melanocortin receptor 4 (Homo sapiens), P32245 | U2OS MC4R beta-arrestin complementation; percent of melanotan II response, DMSO zero | hit rate 0.98% among 360,000;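 active means activation above a per-plate cutoff, the mean activation of sample wells on that plate plus 3 SD, cut at about 8% in these data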
Target sequence (P32245 whole entry, looked up): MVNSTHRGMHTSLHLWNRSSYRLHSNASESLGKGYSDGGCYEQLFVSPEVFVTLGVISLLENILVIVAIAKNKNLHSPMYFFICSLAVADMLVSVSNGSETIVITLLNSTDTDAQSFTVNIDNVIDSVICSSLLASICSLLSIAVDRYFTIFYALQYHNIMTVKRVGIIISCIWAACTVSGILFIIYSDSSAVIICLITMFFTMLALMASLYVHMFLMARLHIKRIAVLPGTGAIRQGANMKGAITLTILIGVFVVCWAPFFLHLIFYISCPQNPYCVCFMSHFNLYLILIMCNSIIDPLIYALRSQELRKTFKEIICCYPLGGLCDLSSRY
ABHD5-PLIN5 inh – ABHD5-PLIN5 interaction inhibitors, primary screen, cell lysate, split luciferase complementation, luminescence | hit rate 0.78% among 360,000 | Split G. princeps luciferase complementation, 4 h | inhibition, % at 4 µM;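 active means inhibition above the mean inhibition across every tested compound plus 3 SD, cut at about 22% in these data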;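 further: 0% = DMSO only wells and the 100% control is not disclosed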
HTR2A ag – mouse Htr2a agonists via beta-arrestin recruitment, primary screen, cell-based, luminescence. activation, % at 7.6 µM. hit rate 0.66% among 360,000. CHO-K1 mHTR2A beta-arrestin complementation; percent of 30 µM serotonin response;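 active means activation above a run cutoff, the mean activation of all tested compounds plus 3 SD, cut at about 14% in these data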;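 further: 0% = plate median of compound wells and 100% = 30 µM serotonin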
Target sequence (P35363 whole entry, looked up): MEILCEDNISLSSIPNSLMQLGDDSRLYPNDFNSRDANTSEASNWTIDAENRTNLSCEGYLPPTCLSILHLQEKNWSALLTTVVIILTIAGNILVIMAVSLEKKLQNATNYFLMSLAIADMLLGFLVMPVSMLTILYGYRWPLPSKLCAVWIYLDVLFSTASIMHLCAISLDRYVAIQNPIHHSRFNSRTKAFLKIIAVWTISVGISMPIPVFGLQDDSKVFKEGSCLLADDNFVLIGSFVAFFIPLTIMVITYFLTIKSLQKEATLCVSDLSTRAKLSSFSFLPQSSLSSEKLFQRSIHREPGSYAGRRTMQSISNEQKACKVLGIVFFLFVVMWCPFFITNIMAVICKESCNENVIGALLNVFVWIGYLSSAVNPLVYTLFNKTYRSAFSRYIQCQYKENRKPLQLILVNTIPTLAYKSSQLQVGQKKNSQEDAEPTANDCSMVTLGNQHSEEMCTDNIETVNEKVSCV
Granule exo inh – LAMP-1 surface exposure blockers, TALL-104 cells – cell-based, flow cytometry, MLPCN library, primary screen | TALL-104 LAMP-1 surface exposure; cells stimulated with thapsigargin and PMA | inhibition, % at 10 µM | hit rate 0.66% among 360,000;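 active means inhibition above about 55%, limit read from the data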
CaV13 ICDI inh – Disruptors of the CACNA1D IQ motif to Ca2+-dependent inactivation inhibitor domain association, primary screening, Förster resonance energy transfer in intact living …; HEK cells, CFP/YFP FRET ICDI-IQ, plate reader, 10 min; percent FRET-ratio fall versus neutral wells; inhibition, % at 12.3 µM; hit rate 0.098% among 340,000;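 active means mean replicate inhibition of at least 30% and at least 1% of replicates passing that level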;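 further: 0% = median of the neutral control wells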
MC4R antagonist – MC4R antagonists of cAMP signaling, primary screen, cell-based, TR-FRET, antagonist arm of biased-ligand search; Melanocortin receptor 4 (Homo sapiens), P32245; MC4R-expressing cells, MTII-stimulated cAMP, LANCE TR-FRET; inhibition, % at 6.5 µM; hit rate 0.48% among 360,000; AID 540295, 2011;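 active means inhibition above its plate's cutoff, the mean of tested wells on that plate plus 3 SD, cut at about 29% in these data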;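 further: 0% = Melanotan II alone and 100% = Melanotan II plus saturating MCL0020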
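System: U2OS cells stably expressing human melanocortin 4 receptor (MC4R). Reagent: Melanotan II challenge after compound preincubation. Doses: 6.5 µM. Times: 30-min compound, 1-h challenge, 1-h detection, room temperature. Measured by: TR-FRET with Eu-cAMP and labeled anti-cAMP, 671 nm. Replicates: singlicate.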
An asterisk follows results filed as active; . = not tested or not shown.

SMILES	ABCB6 inh 2	H9c2 protect	N-glyco inh	PDI turbidity	MC4R barr agon	ABHD5-PLIN5 inh	HTR2A ag	Granule exo inh	CaV13 ICDI inh	MC4R antagonist
Cc1cc(C)nc(NN=CC2=C(N3CCOCC3)/C(=C/c3ccc(Cl)cc3)CC2)n1	105	21	5	-3	-2.9	18	2	-1	-5	-6
CCC(C(=O)O)P(=O)(c1ccc(Cl)cc1)c1ccc(Cl)cc1 (configuration not stated)	95	16	0	12	-1.6	2	1	0	0	-2
Cc1cc2nc(-c3ccccn3)c(-c3ccccn3)nc2cc1C	93	-8	0	12	-2.2	-1	5	-9	-3	-2
CCc1nc2c(OCc3ccc(C(F)(F)F)cc3)cccn2c1N(C=O)Cc1ccc(OC)cc1	96	-7	1	3	-0.6	8	-5	-2	-4	-2
Cn1c(N)c(C(=O)c2cc(-c3ccccn3)nc3ccccc23)c(=O)[nH]c1=O	101	1	0	1	-2.2	-1	-5	0	-6	3
CC(Sc1nnnn1C)C(=O)Nc1nc(-c2ccc(F)c(F)c2)cs1 (configuration not stated)	94	-3	1	-6	-1.2	1	3	-8	-6	-9
COc1cc([N+](=O)[O-])ccc1NC(=O)/C=C/C(=O)O	100	-1	-1	-13	-4.1	6	1	4	-2	0
O=S(=O)(NCCOc1ccccc1Cl)c1ccc2oc3ccccc3c2c1	96	-42	1	13	0.3	-3	1	0	-5	-4
Cc1ccc(N(Cc2cc(=O)[nH]c3ccccc23)C(=O)CCl)cc1	100	-8	-10	-1	0.8	9	1	-17	-4	-44
Cc1cc(S(=O)(=O)N2CCOCC2)c(C)s1	103	0	0	-5	0.8	5	-2	-6	-3	-1
Cc1ccc(C)c(OCC(=O)Nc2cc(NC(=O)COc3cc(C)ccc3C)cc(C(=O)O)c2)c1	100	4	2	1	-1.2	-8	3	0	-2	2
C/C(O)=C(\N=Nc1cc(C)ccc1O)C(N)=O	117	-9	1	10	2.0	-3	-3	1	-16	1
CCC(C)NC(=O)CN(C)S(=O)(=O)c1ccc2c(c1)c(=O)n(C)c(=O)n2C (configuration not stated)	98	-4	2	-9	0.9	-2	1	1	-7	8
CC(C)C(NS(=O)(=O)c1cccc(C(F)(F)F)c1)C(=O)N1CCc2ccccc2C1 (configuration not stated)	100	0	1	5	0.9	2	-2	76*	-5	10
O=c1[nH]nc(Cc2ccccn2)c2ccccc12	104	84*	0	0	-0.8	-5	2	-3	-9	-3
CCC1CCCCN1CCCNC(=O)c1ccc2c(c1)N(Cc1c(F)cccc1Cl)C(=O)CS2 (configuration not stated)	104	4	-4	-7	-2.4	-8	-10	2	-3	12
CCOC(=O)c1c(C)[nH]c(C(=O)COC(=O)CCS(=O)(=O)c2ccc(C)cc2)c1C	101	-11	1	2	-1.4	-3	3	-3	-19	-3
CCCn1c(SC2C(=O)CC(C)(C)CC2=O)nc2c1c(=O)n(C)c(=O)n2C	94	0	1	2	0.8	2	0	0	.	-2
Cc1ccc(-c2ccc(SCC(=O)Nc3cc(C)on3)nn2)cc1	95	-11	-1	0	2.5	55*	6	0	-2	1
C=C(C)C1CC=C(C)/C(=N\NC(=S)Nc2ccc(C)cc2)C1 (configuration not stated)	93	-7	-4	4	0.5	-9	-3	7	-5	6
Cc1oc(C(C)(C)C)cc1C(N)=O	96	-3	-2	9	-1.1	3	-4	-4	-1	4
C[C@@H]1CN([C@H](C)CO)C(=O)Cc2cc(NS(=O)(=O)c3ccc(F)cc3)ccc2O[C@H]1CN(C)Cc1ccc(C(=O)O)cc1	95	-8	-2	-2	0.0	-5	7	-4	-4	13
C=CCSc1nnc2nc3c(nn12)c1cc(C)ccc1n3CC=C	107	2	-16	-1	1.2	9	7	-3	-3	2
Cc1cc(C)n2c(SCC(=O)NC3CCCCC3)nnc2n1	105	7	1	-2	0.8	-6	3	-1	-7	7
O=C(CCSc1ccc(Cl)cc1)NCc1ccncc1	103	0	1	1	-2.2	5	1	0	.	9

Next section
SMILES	ABCB6 inh 2	H9c2 protect	N-glyco inh	PDI turbidity	MC4R barr agon	ABHD5-PLIN5 inh	HTR2A ag	Granule exo inh	CaV13 ICDI inh	MC4R antagonist
CC(C(=O)N(C)C1CCS(=O)(=O)C1)N1C(=O)/C(=C/c2ccc(F)cc2)SC1=S (configuration not stated)	98	-8	0	-6	-2.9	-2	3	-1	-7	0
CCC(=O)NC(c1ccccc1OC)c1ccc2cccnc2c1O (configuration not stated)	97	33	-8	-2	2.8	3	-2	-3	.	11
COc1ccccc1Nc1nc(Cl)nc(NC(C)(C)C)n1	100	-10	-1	-8	5.4	-7	5	-5	-3	0
CCOC(=O)C1(CC)CC(CSc2nc3ccccc3[nH]2)OC1=O (configuration not stated)	98	-3	1	-1	1.1	1	2	-1	-1	0
CC(=O)C[C@@H](O)CC(=O)[C@@H]1OC(=O)CCCCCc2ccccc21	102	-8	0	8	-0.9	-7	9	30	-4	-4
Cc1cc(NC(=O)CSc2nnc(Nc3ccccc3F)s2)no1	98	-3	1	1	6.8	0	0	4	1	6
N/C(=N\OS(=O)(=O)c1ccc2ccccc2c1)c1ccccn1	96	14	-1	1	1.3	-3	0	2	7	-2
CCOC(=O)CN1C(=O)N[C@@H](CCc2ccccc2)[C@H](C(C)=O)[C@H]1C	104	-2	-1	-1	0.6	1	5	-8	-11	1
Cc1cc(C(=O)N2CCCC(N3CCN(c4cccc(Cl)c4)CC3)C2)n(C)n1 (configuration not stated)	100	2	1	-1	-1.3	1	-7	0	-6	11
O=C(Cn1c2ccccc2c2nc3n(c(=O)c21)CCCS3)Nc1ccccc1	99	3	16	1	-2.6	-1	-5	-2	-15	10
Cc1ccc(CNC(=S)NC2CCC(C(C)(C)C)CC2)cc1 (configuration not stated)	97	-17	-2	-3	0.1	-3	-7	-2	-5	3
Cc1cccn2c(=O)c(C=O)c(NCc3ccccc3)nc12	142	-2	-2	1	0.7	5	2	-2	-3	5
CC1=NNC(=O)C1CC(=O)N/N=C/c1cccs1 (configuration not stated)	103	2	-1	4	0.3	11	2	-7	-2	-7
CCN(CC)c1ccc(-n2c(O)c(C=C3N=c4ccccc4=N3)sc2=S)cc1	102	4	3	3	-1.6	-2	0	-1	-6	10
CCCCS(=O)(=O)NC1=NCN(CC)CN1	95	0	2	7	0.5	-1	3	-2	-8	6
O=C(CCN1CCN(Cc2ccccc2)CC1)NNC(=O)Nc1cccc(Cl)c1	98	3	-2	5	1.2	11	-7	2	-6	4
Cc1ccccc1C(=O)Oc1cccc(Nc2ncnc3ccccc23)c1	93	-23	-1	1	-1.4	-6	-2	-1	.	2
COc1ccc2cc(C(=O)C3CCCN(C(=O)Cc4c(C)noc4C)C3)ccc2c1 (configuration not stated)	99	-8	2	1	-2.0	5	3	-2	-2	4
Cc1ccc(S(=O)(=O)NNC(=O)CCC(=O)Nc2ccc(C)c(C)c2)cc1	94	-5	0	-10	-1.5	3	-3	0	.	11
Cc1cc(C(=O)NCc2ccccc2F)cs1	97	-1	-1	-1	-0.4	3	-3	0	-10	2
CC1CCCC(NC(=O)COC(=O)c2cc3ccccc3oc2=O)C1C (configuration not stated)	97	-4	4	8	-1.0	1	2	-7	-5	10
Cc1cccn2c(=O)c3cc(C#N)c(=N)n(CCN4CCOCC4)c3nc12	142	1	0	8	-2.1	3	3	3	.	-2
C/C(=N\NC(=O)c1ccc([N+](=O)[O-])cc1Cl)c1ccccc1	97	-7	0	-4	-0.5	4	-4	0	-4	6
O=C(N/N=C/c1ccc2ncccc2c1)c1cc(-c2cccs2)nc2ccccc12	96	22	23	-2	0.7	-1	-8	-6	-7	22
Cc1cccc(C(C)(C)C)c1OCCOCCN1CCCC1	93	17	-1	1	0.9	12	-4	-1	-3	-3

Next section.
SMILES	ABCB6 inh 2	H9c2 protect	N-glyco inh	PDI turbidity	MC4R barr agon	ABHD5-PLIN5 inh	HTR2A ag	Granule exo inh	CaV13 ICDI inh	MC4R antagonist
O=C(NC1CCCC1)C1C(c2ccccc2)=Nc2ccccc2N1C(=O)c1cc(Cl)cc(Cl)c1 (configuration not stated)	.	.	.	.	.	-5	0	2	-14	.
COc1ccc(NC(=O)c2csc(Cc3ccc(Cl)cc3)n2)cc1	98	-12	1	-1	-4.0	-2	2	3	-4	-3
CN(C)C(=O)CSc1ccc(S(=O)(=O)N2CCOCC2)cn1	88	1	1	6	-0.2	-2	4	1	-2	8
Nc1nc(SCC(=O)N2CCc3ccccc32)[nH]c(=O)c1-c1ccccc1	100	4	2	12	-1.0	0	-6	5	-9	1
CC(=O)c1ccc(OCCCC(=O)N2CCN(S(=O)(=O)c3ccc(C(C)C)cc3)CC2)cc1	97	-6	-1	-3	-0.5	-24	-3	-3	-6	2
O=S(Cc1ccc(Br)cc1)Cc1nnc(SCc2ccc(Br)cc2)n1-c1ccccc1 (configuration not stated)	106	-6	-9	-4	6.2	14	2	-3	-13	1
CCOC(=O)CC1COCCN1C(=O)c1cc(COc2ccccc2SC)on1 (configuration not stated)	102	4	0	0	0.0	-8	-4	-2	-5	7
C[C@@H]1CC[C@]2(O[C@@H](CCO)C[C@H](O)[C@H]2O)O1	97	-6	2	1	0.2	-3	-1	3	-4	0
CCOc1ccc(C(=S)N2CCOCC2)cc1OC	99	-5	1	11	-0.9	-2	12	3	.	0
COc1cccc(-n2nnc3c(=O)n(CC(=O)NCC4CCCO4)cnc32)c1 (configuration not stated)	99	-4	2	.	-0.7	-6	-2	6	-5	4
COc1ccc(Cl)cc1NC(=O)C1CC(=O)N(C2CCCCC2)C1 (configuration not stated)	106	0	2	-2	-1.9	8	-4	3	-3	12
c1cc(-c2nnc3sc(C4CCCCC4)nn23)ccn1	98	1	-5	4	2.4	-2	3	-1	-3	7
CC1(C)CC(=O)c2c(O)cc(O)cc2O1	106	1	-2	6	-0.9	-6	2	-1	-9	-1
Clc1cc(Br)ccc1OCCOCCOc1cccc2cccnc12	96	-2	1	-4	1.6	-4	1	3	.	2
CN(C)S(=O)(=O)c1ccc(C(=O)OCC2CC2(Cl)Cl)cc1 (configuration not stated)	94	-11	-2	-10	0.1	-2	-1	1	-4	9
CN(C(=O)c1ccc(S(=O)(=O)N(C)C)cc1)c1ccc2ccccc2c1	100	6	-3	4	-0.9	-12	5	0	-7	6

Full records from above. Values in the order: ABCB6 inh 2	H9c2 protect	N-glyco inh	PDI turbidity	MC4R barr agon	ABHD5-PLIN5 inh	HTR2A ag	Granule exo inh	CaV13 ICDI inh	MC4R antagonist
Record of COc1ccc(Cl)cc1NC(=O)C1CC(=O)N(C2CCCCC2)C1 (configuration not stated) = 106	0	2	-2	-1.9	8	-4	3	-3	12
Record of c1cc(-c2nnc3sc(C4CCCCC4)nn23)ccn1 = 98	1	-5	4	2.4	-2	3	-1	-3	7
